# AmpC inh detg – blocks E. coli AmpC beta-lactamase in detergent assay. AID 485294. Potency, µM (doses to about 114 µM), for inactives: at the highest dose activity change, negative = inhibition, usual class: inhibitors. 370,000 compounds, 0.041% hits. AmpC hydrolysis of nitrocefin, absorbance 480 nm, 0.01% Triton. P00811;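 note: potency is the fitted concentration of half-maximal effect; 0% = no-compound wells and -100% = no-enzyme wells; nearly all actives have a fitted effect of over 25% in size; some results filed as inactive show a strong effect at the top dose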
# Target sequence (P00811 whole entry, looked up): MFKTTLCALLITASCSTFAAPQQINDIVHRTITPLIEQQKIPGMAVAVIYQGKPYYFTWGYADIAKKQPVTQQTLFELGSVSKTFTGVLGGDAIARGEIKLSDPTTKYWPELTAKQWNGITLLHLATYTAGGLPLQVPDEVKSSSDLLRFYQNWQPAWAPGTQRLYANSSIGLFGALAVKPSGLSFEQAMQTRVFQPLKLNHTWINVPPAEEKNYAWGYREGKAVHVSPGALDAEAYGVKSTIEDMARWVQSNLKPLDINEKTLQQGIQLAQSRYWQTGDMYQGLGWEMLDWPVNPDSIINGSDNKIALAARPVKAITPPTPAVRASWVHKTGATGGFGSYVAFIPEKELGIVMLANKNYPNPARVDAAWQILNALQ
#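 AmpC (5.3 nM in the dispensed reagent) in 20 mM phosphate pH 7.0 with 0.01% (detergent screen) or 0.0001% Triton X-100 was preincubated with compounds for 15 min at room temperature. Nitrocefin was then added from an 800 uM solution, and hydrolysis was followed at 480 nm.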
# AMA1 RON2 block – inhibitors of Plasmodium falciparum AMA1-RON2 interaction | 360,000 compounds, 0.2% hits | Potency, µM (titrated, usually from 58.2 µM), for inactives: at the top dose activity change, negative = inhibition, hits mostly inhibitors | AID 720542 | AlphaScreen AMA1-biotinylated RON2 peptide binding;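 note: potency is the fitted concentration of half-maximal effect; 0% = vehicle wells and -100% = peptide control; nearly all actives have a fitted effect of over 45% in size; some results filed as inactive show a strong effect at the top dose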
#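 AMA1 (3D7) with his tag at 25 nM final met compounds first, then biotinylated RON2 peptide at 25 nM; detection used donor plus acceptor beads, 10 µg/mL apiece, read by AlphaScreen after 30 min at room temperature.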
# AmpC inh no detg – inhibitors of E. coli AmpC beta-lactamase without detergent; AID 485341; P00811; Potency, µM (titrated, usually from 57.1 µM), for inactives: at the top dose activity change, negative = inhibition, actives largely listed as inhibitors; 330,000 compounds, 0.52% hits; AmpC nitrocefin hydrolysis, absorbance 480 nm, 0.0001% Triton;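 note: potency is the fitted concentration of half-maximal effect; plate controls were no compound for no effect and no enzyme for full effect; nearly all actives have a fitted effect of over 20% in size; some results filed as inactive show a strong effect at the top dose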
#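 AmpC (5.3 nM in the dispensed reagent) in 20 mM phosphate pH 7.0 with 0.01% (detergent screen) or 0.0001% Triton X-100 was preincubated with compounds for 15 min at room temperature. Nitrocefin was then added from an 800 uM solution, and hydrolysis was followed at 480 nm.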
# HCMV inh – blocks human cytomegalovirus replication | 410,000 compounds, 4.5% hits | activity change, negative = inhibition, % at 57.5 µM | HFF cells, HCMV-luciferase reporter, 72 h; hits give low values; in the data active = activity change below about -60%; inconclusive = no clear call, values can overlap the other calls; inactive = above about -39%
#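 HFF cells seeded 16 h at 37C, treated with compounds, infected with luciferase-reporter HCMV at MOI 1 PFU/cell; luciferase read at 72 h post infection, normalized to buffer-only and Salinomycin controls.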
# Tb PYK inh – inhibitors of Trypanosoma brucei pyruvate kinase. 410,000 compounds, 0.12% hits. TbPYK enzyme, Kinase-Glo Plus ATP luminescence, 45 min. Q57TT1. AID 624173. Potency, µM (series often up to 76.8 µM), inactives show at the top dose activity, negative = inhibition, actives largely listed as inhibitors; note: potency is the fitted concentration of half-maximal effect; nearly all actives have a fitted effect of over 50% in size
#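 Quantitative HTS: titrated library compounds versus trypanosomal pyruvate kinase in TEA buffer (pH 7.2) containing KCl, MgCl2, BSA and Tween-20. Reactions were initiated with ADP, 130 uM final. Kinase-Glo Plus luminescence was read after 45 min at RT.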
# Sm TGR inh – inhibitors of Schistosoma mansoni thioredoxin glutathione reductase; AID 485364; Q962Y6; purified TGR, DTNB reduction, TNB absorbance 405 nm; 360,000 compounds, 3% hits; Potency, µM (series often up to 114 µM), for inactives: at the highest dose activity change, negative = inhibition, actives largely listed as inhibitors; note: potency is the fitted concentration of half-maximal effect; nearly all actives have a fitted effect of over 60% in size
#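 Kinetic colorimetric format: TGR-catalysed, NADPH-driven DTNB reduction monitored via TNB absorbance. Enzyme dispensed at 20 nM; compound exposure 15 min at room temperature before reaction start.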
# LmPK inhibitor – inhibitors of Leishmania mexicana pyruvate kinase | 290,000 compounds, 0.37% hits | Potency, µM (series often up to 57.5 µM), inactives show at the top dose activity change, negative = inhibition, actives largely listed as inhibitors | Q27686 | purified LmPK, Kinase-Glo ATP luminescence, 1 h; note: potency is the fitted concentration of half-maximal effect
# Target sequence (Q27686 whole entry, looked up): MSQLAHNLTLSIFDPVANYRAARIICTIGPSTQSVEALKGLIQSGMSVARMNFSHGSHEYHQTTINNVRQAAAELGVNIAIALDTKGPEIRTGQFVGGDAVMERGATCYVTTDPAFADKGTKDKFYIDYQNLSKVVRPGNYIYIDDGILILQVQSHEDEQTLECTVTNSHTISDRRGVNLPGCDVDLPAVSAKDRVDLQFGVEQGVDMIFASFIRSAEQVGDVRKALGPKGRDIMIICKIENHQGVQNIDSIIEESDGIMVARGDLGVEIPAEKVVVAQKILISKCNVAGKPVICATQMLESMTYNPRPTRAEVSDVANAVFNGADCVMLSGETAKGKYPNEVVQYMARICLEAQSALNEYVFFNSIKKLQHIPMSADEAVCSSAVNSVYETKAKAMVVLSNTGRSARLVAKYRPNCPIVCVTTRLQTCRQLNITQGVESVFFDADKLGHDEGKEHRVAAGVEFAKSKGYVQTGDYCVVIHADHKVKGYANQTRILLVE
#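 0.1 nM LmPK, 0.5 mM PEP, 0.1 mM ADP; 50 mM imidazole pH 7.2, 7 mM MgCl2, 50 mM KCl; 1 h RT. Kinase-Glo luminescence readout, normalized to no-enzyme (full inhibition) and uninhibited wells.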
# An asterisk follows results filed as active; ? = inconclusive; · = no result given; [ ] = dose if it differs, or a comment. Unless noted, calls come from the whole dose curve; as a rule, active = well fitted curve in the direction sought with a large enough effect; inconclusive = small, poorly fitted or top-dose-only effect, or another doubt; inactive = no such curve, though single readings can be large; an effect the other way counts as inactive or inconclusive. Unless noted, % is set by controls: 0 for no effect and ±100 for the full control effect. Rows were taken by chance. Share with any hit: about 7.4%.
# Key to letters – A = AmpC inh detg; B = AMA1 RON2 block; C = AmpC inh no detg; D = HCMV inh; E = Tb PYK inh; F = Sm TGR inh; G = LmPK inhibitor
N#Cc1ccccc1NC(=O)c1cnc(N2CCOCC2)c2ccccc12
  A: -2%	B: ·	C: ·	D: 43	E: 2%	F: -3%	G: ·
Cc1cccc(C(=O)NNC(=O)c2cc3cc4ccccc4nc3s2)c1
  A: ?	B: 28%	C: -42%	D: 0	E: -11%	F: 12%	G: -5%
O=C(NC1(C(F)(F)F)NC(=O)N(CC2CCCCC2)C1=O)c1ccco1 (stereo not given)
  A: ?	B: -12%	C: -2%	D: -20	E: -5%	F: 79µM*	G: 3%
COc1ccc(-c2cn(-c3ccccc3)nc2CO)cc1
  A: -11%	B: -4%	C: -31%	D: 25	E: 1%	F: 0%	G: 5%
COc1ccc(/C=C/C(=O)NC(=S)Nc2ccc(S(=O)(=O)Nc3nccnc3OC)cc2)cc1
  A: -4%	B: 0%	C: -15%	D: -17	E: -15%	F: -28%	G: 1%
CC(C)NC(=O)NNC(=O)Cn1nnc(-c2cccc(Cl)c2Cl)n1
  A: -22%	B: 93%[activator]	C: -15%	D: -18	E: -2%	F: 17%	G: 1%
COc1ccc(O)c(C2Nc3ccccc3-n3c(-c4ccccc4)c4c(=O)n(C)c(=O)n(C)c4c32)c1 (stereo not given)
  A: -6%	B: ·	C: ·	D: ?	E: -5%	F: -11%	G: ·
Cc1cc(NC(=O)Cn2cnc3c(nnn3-c3cccc(F)c3)c2=O)no1
  A: 10%	B: 0%	C: -16%	D: 36	E: -8%	F: 4%	G: -1%
CCOC(=O)c1c(NC(=O)CNC2CCCc3ccccc32)sc(C(N)=O)c1C (stereo not given)
  A: -4%	B: 98%[activator]	C: -29%	D: -13	E: 0%	F: -15%	G: 5%
O=C(c1cccc(OC2CCN(Cc3ccc(F)cc3Cl)CC2)c1)N1CCCC1
  A: -3%	B: -7%	C: 104%[activator]	D: -26	E: 3%	F: 3%	G: 2%
COc1ccc(C(=O)Nc2nc3ccc(S(C)(=O)=O)cc3s2)cc1OC
  A: 4%	B: -1%	C: -35%	D: -26	E: 0%	F: 6%	G: 7%
Cc1nn(CCC(=O)N2CCN(S(=O)(=O)c3ccc(Cl)cc3)CC2)c(C)c1C
  A: 5%	B: 2%	C: 126%[activator]	D: 11	E: 5%	F: 4%	G: -7%
CNC(=O)CCCN1C(=O)c2ccccc2Sc2ncccc21
  A: -14%	B: -11%	C: -10%	D: 14	E: 7%	F: -17%	G: 6%
CCN1CCN(CCCNC(=O)c2ccc3c(Cl)c4c(nc3c2)CCCC4)CC1
  A: ?	B: 9%	C: 138%[activator]	D: -83*	E: 3%	F: ?	G: -4%
COc1ccc(C(=O)Nc2cc(C)c3c(=O)oc4ccccc4c3n2)cc1
  A: ?	B: 0%	C: 8.9µM*	D: ?	E: 7%	F: -1%	G: 6%

# Key to letters – A = AmpC inh detg; B = AMA1 RON2 block; C = AmpC inh no detg; D = HCMV inh; E = Tb PYK inh; F = Sm TGR inh; G = LmPK inhibitor
COc1cc(C2CC(=O)N3CN(Cc4ccccc4)CSC3=C2C#N)ccc1OCc1ccccc1 (stereo not given)
  A: -15%	B: 44%[activator]	C: -10%	D: 10	E: ?	F: 8.9µM*	G: -3%
CCC(C)n1c(SCC(=O)Nc2ccccc2C(F)(F)F)nc2ccsc2c1=O (stereo not given)
  A: 6%	B: -5%	C: 23%	D: -32	E: -10%	F: -3%	G: 8%
O=C(CSc1ncnc2nc[nH]c12)Nc1nnc(SCc2ccc(Cl)c(Cl)c2)s1
  A: 1%	B: 3%	C: ?	D: -4	E: -4%	F: ·	G: 1%
Cn1c(=O)oc2cc(S(=O)(=O)NCCN3CCN(c4ccccc4F)CC3)ccc21
  A: ?	B: 7%	C: -15%	D: 1	E: 1%	F: -37%	G: 7%
COc1ccc(Cl)cc1NC(=O)Cn1c(=O)n2nc(C)nc2c2ccccc21
  A: -11%	B: -8%	C: 10%	D: -1	E: -5%	F: 0%	G: 4%
CCCC1NC(=O)c2cccnc2-n2c1nc1ccccc1c2=O (stereo not given)
  A: ·	B: 3%	C: ·	D: -4	E: -1%	F: ·	G: ·
Cc1ccc(S(=O)(=O)Oc2ccc(N3C(=O)C4C5CCC(C5)C4C3=O)cc2)cc1 (stereo not given)
  A: -14%	B: 0%	C: -9%	D: -25	E: -4%	F: -6%	G: -1%
COc1ccc(CCN(C)C2CCCN(S(=O)(=O)c3ccccc3)C2)cc1OC (stereo not given)
  A: 0%	B: -1%	C: 139%[activator]	D: -1	E: 2%	F: -1%	G: 0%
Cc1nc(CNS(=O)(=O)c2ccc3c(c2)OCCO3)cs1
  A: -14%	B: -1%	C: -9%	D: 29	E: -4%	F: 0%	G: -2%
C/C(=N\N1CCN(C)CC1)c1ccc(Cl)c(Cl)c1
  A: -12%	B: 0%	C: -3%	D: 4	E: -4%	F: 5%	G: 0%
CCCNC(=O)COC(=O)/C=C/c1ccco1
  A: -1%	B: -8%	C: -11%	D: -3	E: 6%	F: 45µM*	G: 0%
CC[C@]12c3[nH]c4ccc(OC)cc4c3CCN1C(=O)C(CC(=O)NCc1cccc(C(F)(F)F)c1)C[C@@H]2C(=O)N1CCN(C(=O)c2ccco2)CC1 (stereo not given in full)
  A: ·	B: -16%	C: 230%[activator]	D: 44	E: 2%	F: ·	G: ·
Cc1csc2nc(COC(=O)c3cccc(NC(=O)COc4ccc(Cl)cc4)c3)cc(=O)n12
  A: 8%	B: ·	C: ·	D: 27	E: 6%	F: 5%	G: ·
NC(=O)c1ccc(NC(=O)c2cncn2-c2ccccc2)cc1
  A: 0%	B: 16%	C: -16%	D: 10	E: -7%	F: 2%	G: 0%
Cc1onc(-c2ccccc2)c1C(=O)OCc1nnc(-c2ccccc2)o1
  A: 0%	B: -8%	C: -6%	D: -36	E: 1%	F: 7%	G: ·

# Key to letters – A = AmpC inh detg; B = AMA1 RON2 block; C = AmpC inh no detg; D = HCMV inh; E = Tb PYK inh; F = Sm TGR inh; G = LmPK inhibitor
COc1ccccc1OCC(=O)NNC(=O)c1cnccn1
  A: -4%	B: 141%[activator]	C: -9%	D: -28	E: -4%	F: 27%	G: 4%
COCCn1c(=NC(=O)c2ccc(S(=O)(=O)N3CCOCC3)cc2)sc2cc(S(N)(=O)=O)ccc21
  A: ?	B: 8%	C: 5%	D: 6	E: 3%	F: 4%	G: 3%
CC(C)CCN1CCC(CN2C(=O)C(=O)NC[C@@H]2Cc2ccccc2)CC1
  A: ·	B: 7%	C: ·	D: -8	E: -1%	F: ·	G: ·
COc1ccc(-c2nc(-c3cccc(C)c3)nc(N3CCN(C)CC3)c2C#N)cc1
  A: -13%	B: 2%	C: -31%	D: -12	E: -2%	F: 3%	G: 4%
CCOc1ncccc1C(=O)OCC(=O)Nc1cc(S(=O)(=O)N2CCCCC2)ccc1Cl
  A: ·	B: 4%[11.6 µM]	C: ·	D: 8	E: 4%	F: ·	G: ·
CN1CCN(CCCN(Cc2cccs2)C(=S)Nc2ccc(Cl)cc2)CC1
  A: 3%	B: -20%	C: 45%	D: 2	E: -19%	F: 2%	G: -4%
COc1ccccc1NC(=O)CSc1nc2c(sc3ccccc32)c(=O)n1CCN(C)C
  A: 0%	B: 33%[activator]	C: 220%[activator]	D: 46	E: 5%	F: 2%	G: 3%
COc1ccc2c(c1)sc(=N)n2C
  A: 5%	B: 2%	C: -21%	D: ?	E: 1%	F: 0%	G: 1%
Cc1cccn2c(=O)c3cc(C(=O)NCc4ccco4)c(=N)n(CCc4ccccc4)c3nc12
  A: -5%	B: 1%	C: -3%	D: -35	E: -4%	F: ?	G: 3%
Cc1cc(C)c(NC(=O)CN2C(=O)NC(Cc3ccccc3)C2=O)c(C)c1 (stereo not given)
  A: 7%	B: -18%	C: -8%	D: -13	E: -4%	F: -2%	G: 3%
Cc1cccc([C@@H]2[C@@H]3C(=O)N(Cc4ccccc4)C(=O)[C@@H]3[C@]3(CC(C)C)C(=O)N(c4cccc(Br)c4)C(=O)N23)c1
  A: -12%	B: -7%	C: 34%	D: ·	E: -1%	F: 29%	G: -1%
Cc1ccc(S(=O)(=O)c2cnc(SCC(=O)Nc3ccccc3C(F)(F)F)[nH]c2=O)cc1C
  A: 19%	B: ·	C: ·	D: 15	E: 5%	F: 5%	G: ·
Cc1cccc(C)c1NC(=S)Nc1ccc(Cl)c(Cl)c1
  A: 2%	B: 17%	C: -45%	D: -30	E: 30%	F: 0%	G: 5%
COc1ccc(-c2cc(C(F)F)n3ncc(C(=O)N4CCN5CCCC5C4)c3n2)cc1 (stereo not given)
  A: -16%	B: -8%	C: 70%[activator]	D: 2	E: 5%	F: ?	G: 1%
Cc1ncc([N+](=O)[O-])n1CC(=O)N/N=C/c1ccc(F)cc1
  A: -2%	B: -3%	C: -26%	D: ?	E: -1%	F: 0%	G: -4%
CCOc1ccc(NC(=O)c2ccc(Br)o2)c([N+](=O)[O-])c1
  A: -9%	B: -2%	C: 8%	D: -3	E: -7%	F: 1%	G: 0%

# Rewritten with two lines to a compound: part of the list above.
# Results follow in this order: AmpC inh detg	AMA1 RON2 block	AmpC inh no detg	HCMV inh	Tb PYK inh	Sm TGR inh	LmPK inhibitor
Cc1cc(C)c(NC(=O)CN2C(=O)NC(Cc3ccccc3)C2=O)c(C)c1 (stereo not given)
→ 7%	-18%	-8%	-13	-4%	-2%	3%
Cc1cccc([C@@H]2[C@@H]3C(=O)N(Cc4ccccc4)C(=O)[C@@H]3[C@]3(CC(C)C)C(=O)N(c4cccc(Br)c4)C(=O)N23)c1
→ -12%	-7%	34%	·	-1%	29%	-1%
Cc1ccc(S(=O)(=O)c2cnc(SCC(=O)Nc3ccccc3C(F)(F)F)[nH]c2=O)cc1C
→ 19%	·	·	15	5%	5%	·
Cc1cccc(C)c1NC(=S)Nc1ccc(Cl)c(Cl)c1
→ 2%	17%	-45%	-30	30%	0%	5%
COc1ccc(-c2cc(C(F)F)n3ncc(C(=O)N4CCN5CCCC5C4)c3n2)cc1 (stereo not given)
→ -16%	-8%	70%[activator]	2	5%	?	1%
Cc1ncc([N+](=O)[O-])n1CC(=O)N/N=C/c1ccc(F)cc1
→ -2%	-3%	-26%	?	-1%	0%	-4%
CCOc1ccc(NC(=O)c2ccc(Br)o2)c([N+](=O)[O-])c1
→ -9%	-2%	8%	-3	-7%	1%	0%
